# TEAD-YAP block: TEAD-YAP interaction inhibition. AID 1259422. actives 1.4% (n = 640,000). HEK-TIYL cells, TEAD-Gal4/YAP UAS-luciferase luminescence. inhibition, % at 9.12 µM; in the data active = inhibition above about 32%;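 note: 0% = median of test compound wells and 100% = reference inhibitor wells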
# FBW7 act: human FBW7 E3 ligase activation, primary screen; Q969H0; AlphaScreen FBW7–phospho-cyclin E peptide binding, activator screen; normalized activity (activation), % at 26.1 µM; actives 0.13% (n = 650,000); in the data active = normalized activity above about 1.9%;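 note: purified mutant Fbw7 with reduced substrate affinity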
# Target sequence (Q969H0 whole entry, looked up): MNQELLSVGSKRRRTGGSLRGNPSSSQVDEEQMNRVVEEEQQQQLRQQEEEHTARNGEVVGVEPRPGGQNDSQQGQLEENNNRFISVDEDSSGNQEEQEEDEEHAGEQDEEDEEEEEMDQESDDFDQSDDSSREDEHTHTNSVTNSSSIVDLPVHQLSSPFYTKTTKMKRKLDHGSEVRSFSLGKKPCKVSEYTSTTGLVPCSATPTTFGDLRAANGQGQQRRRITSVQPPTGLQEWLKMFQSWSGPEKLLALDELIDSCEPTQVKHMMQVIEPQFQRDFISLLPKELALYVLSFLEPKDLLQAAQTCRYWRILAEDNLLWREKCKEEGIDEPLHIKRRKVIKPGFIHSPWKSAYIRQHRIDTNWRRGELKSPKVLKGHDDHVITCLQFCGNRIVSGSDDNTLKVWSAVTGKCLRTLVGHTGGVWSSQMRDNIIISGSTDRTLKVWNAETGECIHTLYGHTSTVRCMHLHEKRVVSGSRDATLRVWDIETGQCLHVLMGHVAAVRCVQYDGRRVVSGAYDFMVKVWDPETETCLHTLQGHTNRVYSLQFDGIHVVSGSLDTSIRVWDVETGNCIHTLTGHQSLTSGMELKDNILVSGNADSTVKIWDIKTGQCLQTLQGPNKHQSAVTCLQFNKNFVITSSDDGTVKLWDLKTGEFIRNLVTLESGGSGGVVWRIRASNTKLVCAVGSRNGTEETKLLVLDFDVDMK
# MITF inh: human MITF inhibition, primary screen; O75030; AlphaScreen MITF homodimerization, bead proximity signal; inhibition, % at 2.6 µM; actives 0.91% (n = 650,000); in the data active = inhibition above about 50%;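 note: 0% = vehicle wells with protein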
# GPR151 ag: human GPR151 activation | actives 1% (n = 650,000) | PathHunter beta-arrestin GPR151 cells, luminescence | Q8TDV0 | activation, % at 11.2 µM; in the data active = activation above about 4.9%;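 note: 0% = median of compound wells and 100% = cells with positive control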
# Target sequence (Q8TDV0 whole entry, looked up): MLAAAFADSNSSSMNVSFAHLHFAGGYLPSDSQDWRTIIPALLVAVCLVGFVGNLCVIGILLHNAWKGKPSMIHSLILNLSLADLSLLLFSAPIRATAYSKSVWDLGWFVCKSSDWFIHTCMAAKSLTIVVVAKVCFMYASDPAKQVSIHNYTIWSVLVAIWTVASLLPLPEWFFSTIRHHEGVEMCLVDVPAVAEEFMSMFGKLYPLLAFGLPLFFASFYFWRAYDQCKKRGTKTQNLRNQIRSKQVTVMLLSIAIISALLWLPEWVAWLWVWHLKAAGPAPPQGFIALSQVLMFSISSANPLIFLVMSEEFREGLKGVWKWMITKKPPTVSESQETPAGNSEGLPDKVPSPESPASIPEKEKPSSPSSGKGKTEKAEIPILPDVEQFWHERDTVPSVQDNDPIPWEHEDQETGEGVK
# The depositor's hits bear a star; nt = not tested or not shown; & = joins results of further samples.
SMILES,TEAD-YAP block,FBW7 act,MITF inh,GPR151 ag
COc1ccc(-c2cc(C(=O)NC3CCCCC3C)c3ccccc3n2)cc1 (centres undefined),-1,-0.1,-2,-0.2
C=CCNC(=O)CN1CCC(C(O)(c2ccccc2)c2ccccc2)CC1,14,-0.1,9,3.1
CCOC(=O)c1cnc2ccc(OCC)cc2c1Nc1cccc([N+](=O)[O-])c1,-2,0.2,-3,-1.8
COc1ccc(NS(=O)(=O)c2c[nH]c3ccc([N+](=O)[O-])cc23)cc1OC,-3,0.1,4,1.4
O=S(=O)(Nc1nc2c(ccc3ccccc32)s1)c1ccc2c(c1)OCCO2,-43,0.0,-10,-1.3
c1ccc(-c2cc(NCCCN3CCOCC3)ncn2)cc1,-13,-0.1,-6,3.6
O=C(Cc1cccc2ccccc12)Nc1ccc2c(c1)C(=O)NCCO2,-1,0.2,3,-1.2
COc1ccc(NS(=O)(=O)c2cccc(C(=O)N/N=C(\C)c3ccc(F)cc3)c2)cc1,-3,0.5,14,-0.7
CC1=CS/C(=C(/C#N)C(=O)NCCc2ccccc2)N1c1ccccc1,-83,0.3,11,-0.7
COc1ccc(NCN2C(=O)c3ccc([N+](=O)[O-])cc3C2=O)cc1,7,0.1,4,-1.0
COc1ccc2[nH]c(=O)c(CN(CC3CCCO3)C(=O)c3ccccc3)cc2c1 (centres undefined),-2,-0.1,3,-0.6
O=C(O)C1CCN(c2nc3ccccc3o2)CC1,-1,-0.1,-8,-1.3
O=C1OC(c2ccc(Cl)c([N+](=O)[O-])c2)=N/C1=C\c1cccc(F)c1,4,2.0*,-19,1.1
O=C(CCl)Nc1ccc(N2CCCCCC2)cc1,6,-0.2,-1,0.8
COc1cc(NC(=O)N2CCOc3ccccc32)cc(OC)c1OC,4,-0.1,3,-0.5
CCOc1ccc(CCn2c3c(c(=O)[nH]c2=O)C(C(F)(F)F)(C(F)(F)F)N=C(C)N3)cc1OCC,-1,0.0,-5,1.1
CC(C)OC(=O)CSc1nc2ccccc2n1CC(=O)N1CCOCC1,2,-0.1,16,-0.3
O=C(CSc1nnnn1-c1ccccc1)Nc1ccccc1C(=O)O,5,0.1,22,-0.2
CC(=O)Oc1cccc(C(=O)Nc2cc(C)on2)c1,0,0.1,8,-3.0
CC(Oc1cccc(Cl)c1)n1cncn1 (centres undefined),-6,0.1,-1,0.4
COc1cccc(NC(=O)CSc2nc3nc(C)c(Cc4ccc(C)cc4)c(C)n3n2)c1,11,0.2,14,0.8
CCOC(=O)c1ccc(NC(=O)C2C3CCC(C3=C(C)C)C2C(=O)O)cc1 (centres undefined),-10,0.1,7,-1.3
N=C1/C(=C/c2cccs2)C(=O)N=C2SC(c3ccco3)=NN12,-6,-0.1,9,-0.1
O=C(Nc1cccc(-c2nc3ccccc3o2)c1)c1ccc(F)cc1,-11,0.1,0,-0.8
Cc1cccc(OCC(=O)NCC2CCCO2)c1C (centres undefined),8,0.5,10,0.0
O=C(O)C1CCCN(Cc2ccncc2)C1 (centres undefined),-2,0.0,2,1.9
O=C1CSc2ccc(C(=O)N3CCc4ccccc4C3)cc2N1,2,0.0,-8,3.1
O=C(Cc1c[nH]c2ccccc12)OCC(=O)c1ccccc1,-6,0.1,-7,-0.5
Cc1ccc(OCc2nnc(NC(=O)Cc3ccccc3)s2)cc1,7,0.3,-11,-0.3
Cc1ccc(OCCN2CCN(c3ncnc4c3cnn4-c3ccccc3)CC2)cc1,-11,-0.1,-9,1.5
CCOC(=O)c1ccc(NC(=O)CSc2nc(C)nc3c2c(=O)n(C)c(=O)n3C)cc1,9,0.0,-16,0.7
CC(CNc1ccc([N+](=O)[O-])cc1)NS(=O)(=O)c1ccccc1 (centres undefined),14,0.0,0,0.6
O=C(O)C1Cc2c([nH]c3ccccc23)C(c2ccc(Br)cc2)N1 (centres undefined),-1,-0.1,-2,0.0
Cc1c(OCc2ccc(Br)cc2)ccc2c3c(c(=O)oc12)CCCC3,4,0.0,1,-0.8
COc1ccc(NC(=O)CN2CCN(S(=O)(=O)c3cccc([N+](=O)[O-])c3)CC2)cc1,6,0.0,12,0.9
Cc1cc(C)c2c(n1)sc1c(=O)[nH]c(=O)[nH]c12,-1,0.4,-2,1.9
CCc1ccc(S(=O)(=O)/N=C2/C=CC(=O)C(Br)=C2)cc1,4,0.0,5,0.4
COc1ccccc1Oc1c(NS(=O)(=O)c2ccc(C(C)(C)C)cc2)nc(-c2ncccn2)nc1OCCO,9,0.0&0.0,10&-3,3.5&4.0
O=[N+]([O-])c1cc(/C=N/Nc2ccccn2)ccc1Cl,-10,-0.4,7,-0.1
C=CCn1c(C)c(C=C2C(=O)N(C)C(=S)N(C)C2=O)c2ccccc21,-3,-0.6,-13,0.4
CCOC(=O)Cc1nc2ccc(Cl)cc2[nH]1,1,-0.1,-12,1.4
Cc1nc2sccn2c(=O)c1S(=O)(=O)N1CCN(Cc2ccccc2)CC1,-8,-0.2,-6,-0.9
COc1cccc(Nc2nc(-c3ccc(O)cc3)cs2)c1,4,0.0,6,-2.0
O=C(NC1CCCC1)C(c1cccnc1)N(C(=O)c1ccco1)c1ccc(F)cc1 (centres undefined),5,-0.1,7,-0.6
O=C(CSc1nc2ccc([N+](=O)[O-])cc2s1)Nc1cccc(C(F)(F)F)c1,6,-0.1,-9,-1.1
N=C(N)SCCC(=O)NCC1(c2ccccc2)CCCC1,13,0.1,17,-0.2
Cc1ccc(C)c(C(=O)CC2(O)C(=O)N(CCc3ccccc3)c3ccccc32)c1 (centres undefined),3,0.3,8,-0.6
CCCNC(=O)NCc1ccc(N2CCCC2=O)cc1,0,0.1,5,0.1
Cc1ccc2c(c1)C1CN(C)CCC1N2C(=O)CSc1nnnn1-c1ccccc1F (centres undefined),-4,-0.2,-4,-0.6
Cc1ccc2cc(C3CC(c4ccc(Br)cc4)=NN3C(=O)c3ccccc3)c(Cl)nc2c1 (centres undefined),3,0.0,11,-0.3
COc1ccc(C[n+]2cccc(C(=O)Nc3c(C)cccc3C)c2)cc1OC,2,0.0,6,-0.7
Cc1cnn(-c2cc(N/N=C/c3ccc(N(C)C)cc3)ncn2)c1,-12,-0.1,11,0.6
Cc1ccc(-c2cn3nc(N4CCCC(C(=O)NCc5cccs5)C4)sc3n2)cc1 (centres undefined),-34,0.0,15,-1.0
O=C(C[n+]1cccc(/C=N/O)c1)N1CCCc2ccccc21,5,-0.1,-11,0.2
COc1cccc(CNC(=O)CSc2ncc(-c3ccc(F)cc3)o2)c1OC,2,-0.1,-8,-1.7
CC(=O)Nc1cccc(NC(=O)c2ccc(S(C)(=O)=O)c([N+](=O)[O-])c2)c1,-1,-0.2,2,-1.5
Cc1cccc(Nc2nnc(SCC(=O)N3CCC(C(=O)O)CC3)s2)c1,3,0.3,0,-0.1
CCOc1ccc(-c2[nH]nc3c2C(c2ccc(OCC)c(OCC)c2)C(C#N)=C(N)O3)c(OCC)c1 (centres undefined),9,-0.1,11,-1.7
CCOC(=O)C1=CN(Cc2ccc(Cl)cc2)C=C(C(=O)OCC)C1c1ccc(OC)c(OC)c1,0,0.6,-13,0.0
COc1cc2c(=O)nc3n(c2cc1OC)CC(O)=C3c1nc2ccccc2n1C,-3,0.1,4,1.3

# Already shown: entries from further up.
SMILES,TEAD-YAP block,FBW7 act,MITF inh,GPR151 ag
CCOc1ccc(-c2[nH]nc3c2C(c2ccc(OCC)c(OCC)c2)C(C#N)=C(N)O3)c(OCC)c1 (centres undefined),9,-0.1,11,-1.7
CCOC(=O)C1=CN(Cc2ccc(Cl)cc2)C=C(C(=O)OCC)C1c1ccc(OC)c(OC)c1,0,0.6,-13,0.0
COc1cc2c(=O)nc3n(c2cc1OC)CC(O)=C3c1nc2ccccc2n1C,-3,0.1,4,1.3

# Remaining list, next part:
SMILES,TEAD-YAP block,FBW7 act,MITF inh,GPR151 ag
Cc1onc(-c2ccccc2Cl)c1C(=O)Nc1cccc([N+](=O)[O-])c1,1,-0.1,2,-0.6
COc1ccc(CN2CCN(C(=O)c3c(OC)cccc3OC)CC2)cc1OC,-11,-0.2,33,-1.5
CCCCC[C@H](O)/C=C/[C@H]1C2CC(CO2)[C@@H]1C/C=C/CCCC(=O)O (some centres undefined),nt,nt,1,-0.4
O=C(Cc1ccccc1)NNC(=O)C1CC=CCC1 (centres undefined),-2,-0.2,1,-1.1
O=C1C(=O)N(Cc2c(F)cccc2Cl)c2ccccc21,1,-0.1,7,-1.0
Cc1cc(C(=O)NNC(=O)CNC(=O)c2ccc(Br)o2)c(C)o1,1,0.0,-7,-1.6
COc1ccc(N2C(=O)c3ccc([N+](=O)[O-])cc3C2=O)cc1,-1,-0.1,-4,-0.4
O=C(NC1CCN(Cc2ccccc2)CC1)c1csc(Nc2ccccn2)n1,2,0.0,3,2.1
CC1CN(Cc2cc([N+](=O)[O-])c3cccnc3c2O)CC(C)O1 (centres undefined),54*,-0.7,84*,-0.7
CCCCN(C)c1nnc(NC(=O)NCc2ccccc2)s1,58*,0.4,1,2.7
CCOC(=O)Cc1c(C)nc2c(-c3ccc(Cl)cc3)c(C)nn2c1C,3,-0.2,-1,-0.1
CCS(=O)(=O)N1CCC[C@@H]1Cn1nc(-c2cccs2)ccc1=O,-3,0.1,5,-0.2
CCC1CN(CCNC(=O)c2cnn3cccnc23)Cc2cc(OC)ccc2O1 (centres undefined),5,0.3,16,-1.4
NC(=O)CSc1nc2ccccc2c(=O)n1-c1ccccc1,-2,-0.1,3,0.8
CCOC(=O)c1sc(NC(=O)C(C)Sc2nnc(CNC(=O)c3cccc(OC)c3)n2Cc2ccccc2)c(C(=O)OCC)c1C (centres undefined),4,0.0,8,0.6
CSCC(C)N1CCC(n2nccc2NC(=O)Nc2ccccc2C)CC1 (centres undefined),2,0.2,11,0.1
Cc1ccnc(SCC(=O)Nc2ccc(Br)cc2)n1,-15,0.1,-1,-0.5
CN(C)S(=O)(=O)c1ccc2oc(NN)nc2c1,-10,-0.1,2,0.3
Cc1ccc(C)c(-n2c(-c3ccc(Br)cc3)cc3c2CC(C)(C)CC3=O)c1,-2,0.0,7,-0.1
O=C(Nc1cccc(O)c1)c1ccccc1C(F)(F)F,-1,0.2,25,-0.1

# Retrieved by structure from the list above:
SMILES,TEAD-YAP block,FBW7 act,MITF inh,GPR151 ag
CCOC(=O)c1sc(NC(=O)C(C)Sc2nnc(CNC(=O)c3cccc(OC)c3)n2Cc2ccccc2)c(C(=O)OCC)c1C (centres undefined),4,0.0,8,0.6
O=C(Nc1cccc(O)c1)c1ccccc1C(F)(F)F,-1,0.2,25,-0.1

# The listing continues:
SMILES,TEAD-YAP block,FBW7 act,MITF inh,GPR151 ag
CCOC(=O)C1CCC(CN(Cc2ccc(Cl)cc2)S(=O)(=O)c2cccc(C(F)(F)F)c2)CC1 (centres undefined),-7,0.9,-1,-0.2
O=C(NC1CCN(C(=O)CN2CCOCC2)CC1)c1ccccc1F,-1,0.7,69*,-0.6
Cc1ccc(C(=O)NC(=S)N2CC(C)OC(C)C2)cc1[N+](=O)[O-] (centres undefined),12,-0.1,6,1.4
Cc1nc(C)c(C(=O)NCCCC(=O)Nc2cccc3cccnc23)s1,2,0.1,8,0.0
C#CCN1C(=O)C(O)(CC(=O)c2ccc(C)cc2C)c2ccccc21 (centres undefined),13,0.5,22,1.0
CCOC(=O)N1CCN(Cc2ccc(F)cc2)CC1,4,-0.1,32,0.8
O=C(Nc1cc(Cl)ccc1Cl)c1cnn2c1NC(c1ccco1)CC2C(F)(F)F (centres undefined),-14,0.0,-14,0.5
CCCN(CCC)c1nc(Nc2ccc(Cl)cc2)nc(N2CCOCC2)n1,4,-0.1,0,-1.8
COc1ccc(C(=O)Nn2c(C3CCCCC3)nc3ccccc3c2=O)c(OC)c1,-3,1.3,23,0.3
COc1ccccc1NC(=O)NNC(=S)NCc1ccccc1,-16,-0.1,-1,-2.6
CC(C)Nc1cc(N2CCOCC2)c2noc3c2c1C(=O)c1ccccc1-3,21,-0.6,56*,1.3
COC(=O)c1ccc(NCCC(=O)N2CCOCC2)c([N+](=O)[O-])c1,7,0.0,23,-1.6
Fc1ccc(NC(=S)NN2CCOCC2)c(F)c1,-3,0.1,3,0.3
O=C(CCCN1CCc2ccccc2CC1)c1ccc(F)cc1,12,0.0,-5,3.4
CCCSc1nnc(NC(=O)c2cc(Cl)ccc2[N+](=O)[O-])s1,7,-0.1,-9,-1.7
CCOc1ccccc1NC(=O)c1sc2ncnc(N3CCN(c4ccc(OC)cc4)CC3)c2c1C,-12,-0.1,4,-0.7
CC(C)NC(=O)c1cn(-c2ccc(Cl)cc2)c(=O)c2ccccc12,0,-0.1,-3,0.8
CCOC(=O)c1cccc(C(=O)Nc2cc(OC)c(OC)cc2C(=O)O)n1,-7,0.0,6,3.7
Cc1ccccc1C(=O)Nc1nc2c(F)cccc2s1,-48,0.1,7,-1.7
COc1ccc(OCCSc2nc3ccccc3s2)cc1,-18,0.4,-9,0.4
O=[N+]([O-])c1ccc2c(c1)[nH]c(=S)n2-c1ccccc1,-11,0.6,25,-1.9

# Whole records from above. Values in the order: TEAD-YAP block, FBW7 act, MITF inh, GPR151 ag
# O=C(CCCN1CCc2ccccc2CC1)c1ccc(F)cc1 reads 12, 0.0, -5, 3.4
# COC(=O)c1ccc(NCCC(=O)N2CCOCC2)c([N+](=O)[O-])c1 reads 7, 0.0, 23, -1.6
# CCOC(=O)C1CCC(CN(Cc2ccc(Cl)cc2)S(=O)(=O)c2cccc(C(F)(F)F)c2)CC1 (centres undefined) reads -7, 0.9, -1, -0.2
# O=C(Nc1cc(Cl)ccc1Cl)c1cnn2c1NC(c1ccco1)CC2C(F)(F)F (centres undefined) reads -14, 0.0, -14, 0.5
# CCCN(CCC)c1nc(Nc2ccc(Cl)cc2)nc(N2CCOCC2)n1 reads 4, -0.1, 0, -1.8

# Screens: PubChem, The Scripps Research Institute Molecular Screening Center
